Screening data deposited in PubChem by Sanford-Burnham Center for Chemical Genomics.
NR3A LBD binder = binders of NR3A ligand-binding domain, primary screen, biophysical, differential scanning fluorimetry, uHTS; NR3A LBD differential scanning fluorimetry, Tm shift; 0% = protein alone, 100% = glycine-bound protein; Tm shift relative to glycine control, % at 25 µM; 340,000 compounds, 2.5% hits;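 active = melting temperature shift of at least 10% of the positive control shift, at one fixed dose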
MPTP inh = mitochondrial permeability transition pore inhibitors, primary screen, biochemical, isolated mouse mitochondria, absorbance. Ca2+ swelling absorbance, 30 min. inhibition, % at 10 µM. 360,000 compounds, 1.4% hits. AID 602449, 2012;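 active = inhibition of 50% or more, scaled per plate between neutral and stimulator controls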;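 also: 0% = DMSO wells given calcium and 100% = 1 mM EGTA wells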
Gli-Sufu antag = Gli-Sufu pathway antagonists, primary screen, luciferase luminescence, Sufu-KO-LIGHT cells, uHTS. inhibition, % at 5 µM. 340,000 compounds, 0.74% hits. Sufu-KO-LIGHT fibroblasts, Gli luciferase reporter luminescence;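 active = inhibition above about 55%, limit read from the data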;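 also: 0% = DMSO-treated cells and 100% = wells with medium but no cells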
CXCR6 inh = CXCR6 receptor inhibitors, primary screen, cell-based, beta-arrestin, luminescence, CHO-K1 PathHunter, 1536-well; AID 602244, 2012; C-X-C chemokine receptor type 6 (Homo sapiens), O00574; 360,000 compounds, 0.36% hits; inhibition, % at 20 µM; in the data active = inhibition above about 34%, passing the limit was not always enough;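 also: antagonist mode with CXCL16 agonist at 10 nM final; 0% = 10 nM CXCL16 with DMSO and 100% = unstimulated wells without agonist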
CCR6 antag = CCR6 receptor antagonists, primary screen, cell-based, CHO-K1, luminescence, beta-arrestin, uHTS; C-C chemokine receptor type 6 (Homo sapiens), P51684; CHO-K1 CCR6 PathHunter beta-arrestin, CCL20-stimulated; 340,000 compounds, 0.49% hits; inhibition, % at 20 µM;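 active = compounds whose inhibition of the agonist-driven luminescence signal at 20 µM reaches about 50%, limit read from the data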;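 also: cells stimulated with CCL20 at 14 nM final; plate controls were DMSO with CCL20 for no effect and DMSO without agonist for full effect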
Target sequence (P51684 whole entry, looked up): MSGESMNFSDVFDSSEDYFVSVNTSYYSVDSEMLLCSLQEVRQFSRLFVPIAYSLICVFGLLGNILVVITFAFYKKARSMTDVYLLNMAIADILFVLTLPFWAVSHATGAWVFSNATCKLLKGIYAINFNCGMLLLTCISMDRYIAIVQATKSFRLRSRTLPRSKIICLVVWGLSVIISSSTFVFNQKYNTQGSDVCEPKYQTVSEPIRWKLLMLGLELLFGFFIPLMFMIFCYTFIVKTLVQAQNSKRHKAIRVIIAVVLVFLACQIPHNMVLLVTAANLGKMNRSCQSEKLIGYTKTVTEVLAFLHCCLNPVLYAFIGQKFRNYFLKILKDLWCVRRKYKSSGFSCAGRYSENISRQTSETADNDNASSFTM
APOBEC3G inh = APOBEC3G DNA deaminase inhibitors, primary screen, biochemical, fluorescence, single-stranded DNA substrate, uHTS. DNA dC->dU-editing enzyme APOBEC-3G (Homo sapiens), Q9HC16. recombinant A3G, ssDNA deamination FAM/TAMRA fluorescence. inhibition, % at 20 µM. 330,000 compounds, 0.28% hits;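 active = inhibition of at least 40% at 20 µM, with no more than 30% in the related APOBEC3A deaminase screen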;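 also: plate controls were DMSO wells with A3G for no effect and wells lacking A3G enzyme for full effect; some compounds called inactive have numbers as strong as hits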
Target sequence (Q9HC16 whole entry, looked up): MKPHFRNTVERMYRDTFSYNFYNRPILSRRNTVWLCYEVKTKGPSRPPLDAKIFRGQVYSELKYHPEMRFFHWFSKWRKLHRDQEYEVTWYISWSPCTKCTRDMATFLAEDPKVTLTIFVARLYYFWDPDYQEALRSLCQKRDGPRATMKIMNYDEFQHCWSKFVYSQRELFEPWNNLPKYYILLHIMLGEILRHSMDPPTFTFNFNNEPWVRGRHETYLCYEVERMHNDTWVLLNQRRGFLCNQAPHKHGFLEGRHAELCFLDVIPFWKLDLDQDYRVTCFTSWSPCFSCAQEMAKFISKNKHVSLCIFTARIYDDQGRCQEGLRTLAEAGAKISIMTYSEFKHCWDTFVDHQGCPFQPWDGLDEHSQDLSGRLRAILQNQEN
A3A deaminase = APOBEC3A ssDNA deaminase inhibitors, primary screen, selectivity assay for APOBEC3G inhibitor project, biochemical, FAM/TAMRA oligo cleavage fluorescence; 330,000 compounds, 0.41% hits; inhibition, % at 20 µM; DNA dC->dU-editing enzyme APOBEC-3A (Homo sapiens), P31941; recombinant A3A, FAM/TAMRA ssDNA deamination fluorescence;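 active = at least 40% inhibition at 20 µM here, with at most 30% in a related deaminase screen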;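 also: plate controls were A3A with DMSO for no effect and wells lacking A3A enzyme for full effect; some results filed as inactive read as strong as hits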
EBI2 block = EBI2 receptor antagonists, beta-arrestin recruitment, primary screen, cell-based, luminescence, 7a,25-OHC stimulation, uHTS. inhibition, % at 5 µM. 360,000 compounds, 0.81% hits. G-protein coupled receptor 183 (Homo sapiens), P32249. 7a,25-OHC stimulated; in the data active = inhibition above about 38%;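 also: enzyme fragment complementation signal reports receptor beta-arrestin coupling in cells; 0% = agonist plus DMSO wells and 100% = wells without agonist; some results beyond the cut were filed as inactive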
* hit, by the source's call; . = no result given.

#1 CCOc1ccccc1CNS(=O)(=O)c1cnc[nH]1
#2 O=C(Cn1cc(COc2ccccc2[N+](=O)[O-])nn1)c1ccc(O)cc1
#3 CC(=O)Nc1nc(SCCCc2ccccc2)n[nH]1
#4 CCCc1cc(=O)oc2c(C)c(OC3CCCCC3=O)ccc12 (centres undefined)
#5 CC(C)N(C(=O)Cn1cc(SCC(N)=O)c2ccccc21)C(C)C
Compound | 1 | 2 | 3 | 4 | 5
NR3A LBD binder | 0 | -1 | -1 | 0 | 1
MPTP inh | 0.7 | -0.5 | 0.0 | -0.1 | 0.7
Gli-Sufu antag | -1 | -24 | -7 | 35 | 5
CXCR6 inh | -7 | -1 | 2 | 3 | -2
CCR6 antag | 11 | -13 | 1 | 8 | 7
APOBEC3G inh | -11 | . | -1 | -8 | -7
A3A deaminase | -5 | . | 1 | 1 | 4
EBI2 block | -7 | -1 | -16 | -19 | -6

#6 COc1cc(S(=O)(=O)N2CCCN(C)CC2)ccc1NC(C)=O
#7 COc1ccc(Cl)cc1NCCC(O)c1ccc(F)cc1 (centres undefined)
#8 Cc1ccc(Cl)cc1NS(=O)(=O)Cc1ccccc1
#9 COC(=O)c1ccc(C2/C(=C(/O)c3ccc(OC)cc3)C(=O)C(=O)N2CC2CCCO2)cc1 (centres undefined)
#10 CCOCCCNC(=O)C(NC(=O)c1cnccn1)c1ccc(OC)cc1 (centres undefined)
Compound | 6 | 7 | 8 | 9 | 10
NR3A LBD binder | 3 | 1 | -2 | -5 | 0
MPTP inh | 0.9 | 0.5 | 1.5 | -0.2 | 0.2
Gli-Sufu antag | -9 | 3 | -9 | 1 | -7
CXCR6 inh | 1 | 3 | -4 | 5 | 0
CCR6 antag | 9 | 18 | 3 | 1 | 10
APOBEC3G inh | -3 | -10 | -3 | -4 | 4
A3A deaminase | -1 | -5 | -3 | -1 | 3
EBI2 block | -14 | 1 | -2 | -1 | 10

#11 CCC1CCCCN1Cc1cc(OC)c(O)c([N+](=O)[O-])c1 (centres undefined)
#12 Nc1c(N(Cc2ccccc2)C(=O)COc2ccc(F)cc2Cl)c(=O)[nH]c(=O)n1Cc1ccccc1
#13 Cc1cc(C)cc(NC(=O)C(OC(=O)c2ccc(NC(=O)CC#N)cc2)c2ccccc2)c1 (centres undefined)
#14 COc1ccc2c(c1)[nH]c1c(Cl)ncnc12
#15 Cc1ccccc1NC(=O)/C=C/c1cccc(C(F)(F)F)c1
Compound | 11 | 12 | 13 | 14 | 15
NR3A LBD binder | 0 | 0 | . | -4 | -8
MPTP inh | . | 0.8 | -0.9 | 2.0 | 9.1
Gli-Sufu antag | -1 | . | 3 | 5 | -27
CXCR6 inh | . | 1 | 14 | -8 | 0
CCR6 antag | 6 | 7 | 15 | 1 | -12
APOBEC3G inh | 2 | -7 | -8 | -6 | -2
A3A deaminase | 1 | -2 | 0 | -1 | -1
EBI2 block | . | -8 | 11 | -6 | -4

#16 CC1(OC(=O)CCc2ccccc2)C(=O)C=C2C=C(c3ccc(C#N)cc3)N(c3ccccc3)C=C2C1=O (centres undefined)
#17 COc1cccc(-c2nc(CS(=O)(=O)CC(=O)NCCCN3CCc4ccccc4C3)c(C)o2)c1
#18 CN1CCN(NC(=O)c2ccc(Cl)c(S(=O)(=O)Nc3ccc(Cl)cc3)c2)CC1
#19 Nc1nc(N2CCN(c3ccc(F)cc3)CC2)n[nH]1
#20 Cc1sc2ncnc(N/N=C/c3ccccc3O)c2c1C
Compound | 16 | 17 | 18 | 19 | 20
NR3A LBD binder | -3 | 1 | 0 | 4 | 2
MPTP inh | 1.0 | -0.1 | 0.6 | -0.8 | 6.7
Gli-Sufu antag | -2 | 10 | 12 | 1 | .
CXCR6 inh | -16 | -1 | 0 | 0 | 1
CCR6 antag | 0 | 9 | -1 | 7 | 24
APOBEC3G inh | -14 | -3 | -4 | -2 | .
A3A deaminase | -4 | -2 | -7 | -5 | .
EBI2 block | 4 | -15 | 9 | -12 | 7

#21 CS(=O)(=O)N1CCN(c2ccc([N+](=O)[O-])c(NCCN3CCOCC3)c2)CC1
#22 O=C(CN1CCOCC1)N/N=C/C(Br)=C\c1ccccc1
#23 O=C(O)CCCCCCNS(=O)(=O)c1ccccc1
#24 COc1ccc(CCC(=O)N2CCN(C(=O)c3ccccc3)CC2)cc1
#25 COC(=O)c1cc(NC2c3ccccc3C(=O)N2c2cccnc2)cc(C(=O)OC)c1 (centres undefined)
Compound | 21 | 22 | 23 | 24 | 25
NR3A LBD binder | 0 | 1 | 1 | 3 | 0
MPTP inh | -0.6 | 0.7 | 0.8 | 8.4 | -0.3
Gli-Sufu antag | 0 | -6 | 4 | -4 | 9
CXCR6 inh | -4 | 1 | -5 | 9 | -6
CCR6 antag | 10 | 1 | -16 | 0 | 12
APOBEC3G inh | -3 | -4 | 0 | -6 | -11
A3A deaminase | -3 | 2 | 0 | 1 | -4
EBI2 block | -7 | 3 | 1 | 55* | 0

11 consecutive records from above:
#15 Cc1ccccc1NC(=O)/C=C/c1cccc(C(F)(F)F)c1
#16 CC1(OC(=O)CCc2ccccc2)C(=O)C=C2C=C(c3ccc(C#N)cc3)N(c3ccccc3)C=C2C1=O (centres undefined)
#17 COc1cccc(-c2nc(CS(=O)(=O)CC(=O)NCCCN3CCc4ccccc4C3)c(C)o2)c1
#18 CN1CCN(NC(=O)c2ccc(Cl)c(S(=O)(=O)Nc3ccc(Cl)cc3)c2)CC1
#19 Nc1nc(N2CCN(c3ccc(F)cc3)CC2)n[nH]1
#20 Cc1sc2ncnc(N/N=C/c3ccccc3O)c2c1C
#21 CS(=O)(=O)N1CCN(c2ccc([N+](=O)[O-])c(NCCN3CCOCC3)c2)CC1
Compound | 15 | 16 | 17 | 18 | 19 | 20 | 21
NR3A LBD binder | -8 | -3 | 1 | 0 | 4 | 2 | 0
MPTP inh | 9.1 | 1.0 | -0.1 | 0.6 | -0.8 | 6.7 | -0.6
Gli-Sufu antag | -27 | -2 | 10 | 12 | 1 | . | 0
CXCR6 inh | 0 | -16 | -1 | 0 | 0 | 1 | -4
CCR6 antag | -12 | 0 | 9 | -1 | 7 | 24 | 10
APOBEC3G inh | -2 | -14 | -3 | -4 | -2 | . | -3
A3A deaminase | -1 | -4 | -2 | -7 | -5 | . | -3
EBI2 block | -4 | 4 | -15 | 9 | -12 | 7 | -7

#22 O=C(CN1CCOCC1)N/N=C/C(Br)=C\c1ccccc1
#23 O=C(O)CCCCCCNS(=O)(=O)c1ccccc1
#24 COc1ccc(CCC(=O)N2CCN(C(=O)c3ccccc3)CC2)cc1
#25 COC(=O)c1cc(NC2c3ccccc3C(=O)N2c2cccnc2)cc(C(=O)OC)c1 (centres undefined)
Compound | 22 | 23 | 24 | 25
NR3A LBD binder | 1 | 1 | 3 | 0
MPTP inh | 0.7 | 0.8 | 8.4 | -0.3
Gli-Sufu antag | -6 | 4 | -4 | 9
CXCR6 inh | 1 | -5 | 9 | -6
CCR6 antag | 1 | -16 | 0 | 12
APOBEC3G inh | -4 | 0 | -6 | -11
A3A deaminase | 2 | 0 | 1 | -4
EBI2 block | 3 | 1 | 55* | 0

2 entries from above in another layout:
24	COc1ccc(CCC(=O)N2CCN(C(=O)c3ccccc3)CC2)cc1
- NR3A LBD binder = 3
- MPTP inh = 8.4
- Gli-Sufu antag = -4
- CXCR6 inh = 9
- CCR6 antag = 0
- APOBEC3G inh = -6
- A3A deaminase = 1
- EBI2 block = 55*

25	COC(=O)c1cc(NC2c3ccccc3C(=O)N2c2cccnc2)cc(C(=O)OC)c1 (centres undefined)
- NR3A LBD binder = 0
- MPTP inh = -0.3
- Gli-Sufu antag = 9
- CXCR6 inh = -6
- CCR6 antag = 12
- APOBEC3G inh = -11
- A3A deaminase = -4
- EBI2 block = 0

Continued.
#26 COc1ccc(CCN2CC(C(=O)N(C)Cc3ccc(C)o3)CCC2=O)cc1 (centres undefined)
#27 Cc1cc(C(=O)OCC(=O)Nc2cccc([N+](=O)[O-])c2)c(C)o1
#28 Cc1cc(C)cc(N(CC(=O)NC2CCCC2)C(=O)c2csnn2)c1
#29 O=C(c1cc(F)cc2c1OCOC2)N1CCN(c2ccc(F)cc2)CC1
#30 O=C(N/N=C/c1cccnc1)c1ccc([N+](=O)[O-])cc1Cl
#31 CC(=CC(=O)c1ccccc1)c1ccccc1
Compound | 26 | 27 | 28 | 29 | 30 | 31
NR3A LBD binder | -2 | 2 | 1 | 0 | 0 | 1
MPTP inh | 0.4 | -2.1 | -1.5 | 2.1 | -0.4 | 0.7
Gli-Sufu antag | -5 | -5 | -15 | -1 | 0 | -14
CXCR6 inh | 1 | 4 | -2 | 1 | 6 | 8
CCR6 antag | 10 | 20 | 5 | -1 | 3 | 19
APOBEC3G inh | -4 | -4 | -9 | -3 | 3 | .
A3A deaminase | -5 | 2 | -7 | -3 | 2 | .
EBI2 block | 45* | 2 | -14 | 1 | 8 | -13
